# Compound activity: PubChem BioAssay, National Center for Advancing Translational Sciences (NCATS)
# CCT chaperon mod – modulators of cytosolic chaperonin (CCT/TRiC) activity. purified chaperonin ATPase assay, HTRF ADP detection, 30 min. activity change, % (test concentration not listed), hits read low. hit rate 0.3% among 360,000; in the data active = activity change below about -30%; note: % is set by controls: 0 for no effect and ±100 for the full control effect
#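 Nucleotide hydrolysis assay: TRiC at 20–40 nM final (set by batch activity) with 10 uM ATP, 30 min at 37 °C, in presence of 76 uM compound. Detection by competitive ADP HTRF, 30 min ambient.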
# EPAC2 antagonist – EPAC2 (human) antagonism; Q8WZA2; EPAC2 GEF exchange of Rap1B-BODIPY-GDP, fluorescence; Potency, µM (series often up to 114 µM), inactives show at the highest dose activity, negative = inhibition, usual class: inhibitors; hit rate 0.18% among 360,000; note: potency is the fitted concentration of half-maximal effect; % is set by controls: 0 for no effect and ±100 for the full control effect; nearly all actives have a fitted effect of over 45% in size; many of its hits are not listed in these tables
# PTHR1 agonist – agonists of human PTHR1 parathyroid hormone receptor; Q03431; HEK293 GP2 PTHR1 cells, GloSensor cAMP luminescence, 1 h; Potency, µM (titrated, usually from 115 µM), inactives show at the highest dose activation, hits mostly activators; hit rate 0.075% among 410,000; note: potency is the fitted concentration of half-maximal effect; nearly all actives have a fitted effect of over 55% in size; some results filed as inactive show a strong effect at the top dose; inactives centre near -15; many of its hits are not listed in these tables
# Target sequence (Q03431 whole entry, looked up): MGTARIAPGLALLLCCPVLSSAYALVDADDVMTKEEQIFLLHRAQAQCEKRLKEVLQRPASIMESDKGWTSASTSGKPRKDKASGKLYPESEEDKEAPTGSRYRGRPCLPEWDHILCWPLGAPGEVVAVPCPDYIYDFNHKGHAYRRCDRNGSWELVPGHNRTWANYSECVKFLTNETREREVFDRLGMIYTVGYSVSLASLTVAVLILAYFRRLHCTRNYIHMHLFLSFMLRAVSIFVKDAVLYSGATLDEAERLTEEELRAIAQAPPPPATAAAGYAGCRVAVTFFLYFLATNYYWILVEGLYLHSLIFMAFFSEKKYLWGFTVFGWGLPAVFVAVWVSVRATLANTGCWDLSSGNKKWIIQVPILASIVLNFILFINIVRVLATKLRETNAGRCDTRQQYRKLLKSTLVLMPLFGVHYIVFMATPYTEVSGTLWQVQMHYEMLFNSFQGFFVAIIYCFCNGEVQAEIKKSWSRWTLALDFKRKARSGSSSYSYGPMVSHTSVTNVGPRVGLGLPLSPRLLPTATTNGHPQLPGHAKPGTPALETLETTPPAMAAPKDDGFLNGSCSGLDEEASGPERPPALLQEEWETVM
#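 HEK-293-derived GP2 cells expressing PTHR1 and a GloSensor cAMP reporter, 3,000/well, plated overnight, given luciferin plus IBMX (each 0.5 mM as added) for 1 h at 37 °C, then compound for 1 h at 37 °C. Luminescence was read after 15 min at room temperature.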
# D3 antag – blocks the human D3 dopamine receptor; D3R cells, DiscoveRx beta-arrestin luminescence, antagonist mode; stronger effect = lower value; max response, negative = inhibition, %; hit rate 2.5% among 360,000; AID 652054; in the data active = max response below about -50%; inconclusive = no clear call, values can overlap the other calls; note: % is set by controls: 0 for no effect and ±100 for the full control effect; mostly tested at two doses, the higher about 12 µM
# Target sequence (P35462 whole entry, looked up): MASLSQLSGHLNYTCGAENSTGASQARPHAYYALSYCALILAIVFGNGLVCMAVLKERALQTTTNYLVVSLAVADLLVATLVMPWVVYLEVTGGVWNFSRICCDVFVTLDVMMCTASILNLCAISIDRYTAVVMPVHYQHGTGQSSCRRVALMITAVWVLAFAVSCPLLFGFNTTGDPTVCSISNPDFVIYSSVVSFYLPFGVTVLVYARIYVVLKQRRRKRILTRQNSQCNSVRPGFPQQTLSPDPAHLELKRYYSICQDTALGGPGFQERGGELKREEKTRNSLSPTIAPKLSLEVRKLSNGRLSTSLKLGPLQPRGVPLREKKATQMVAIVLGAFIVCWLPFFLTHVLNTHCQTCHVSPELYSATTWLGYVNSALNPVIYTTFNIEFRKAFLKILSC
#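 Cells plated overnight at 1500 cells/well, then exposed to library compounds with dopamine controls for 90 minutes at 37 degrees C. DiscoveRx reagent added for 30–60 minutes at room temperature; luminescence read, quantitative HTS format.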
# EPAC2 ag – activates human EPAC2 exchange factor; Q8WZA2; EPAC2 activation, biochemical qHTS; response scale: 100% = 6.5 mM cAMP response; Potency, µM (series often up to 154 µM), inactives show at the top dose activation, most hits filed as activators; hit rate 0.079% among 360,000; AID 720711; note: potency is the fitted concentration of half-maximal effect; nearly all actives have a fitted effect of over 50% in size
#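 Guanine nucleotide exchange by EPAC2 is measured as reduced fluorescence of BODIPY-GDP once it is released from 250 nM Rap1B. Plates are read kinetically for 30 min at room temperature; results are scaled to 6.5 mM cAMP.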
# MmCpn inh – inhibitors of Methanococcus maripaludis chaperonin (MmCpn); AID 504842; purified Mm-Cpn ATPase, ADP Transcreener TR-FRET; Potency, µM (doses to about 76.9 µM), for inactives: top-dose activity, negative = inhibition, actives largely listed as inhibitors; hit rate 0.031% among 330,000; note: potency is the fitted concentration of half-maximal effect; % is set by controls: 0 for no effect and ±100 for the full control effect; nearly all actives have a fitted effect of over 80% in size
#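 Purified archaeal Mm-CPN (25nM final) preincubated 10 min at 37degC with compound, then 10uM ATP for 30 min at 37degC; ADP measured by HTRF Transcreener TR-FRET; buffer 30 mM TRIS pH 7.4, 100mM KCl, 5mM MgCl2, 1mM DTT.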
# Akt phos inh – inhibitors of Akt phosphorylation; Neuro2A IGF-stimulated pAkt S473 HTRF, 20 min; stronger effect = lower value; activity change, % for hits at 50 µM; hit rate 0.32% among 360,000; AID 651550; in the data active = activity change below about -80%; inconclusive = mostly about -51% to -80%; note: % is set by controls: 0 for no effect and ±100 for the full control effect
#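 Neuro2A cells (4,500/well, DMEM with 0.5% FBS) were treated with compound at a single 50 µM final concentration, stimulated with 6 nM IGF for 20 min at 37 °C, and lysed. Phospho-Akt Ser473 was read by HTRF as 665/615 ratio ×10^4.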
# D3 ag – activates the human D3 dopamine receptor | D3R DiscoveRx beta-arrestin cells, luminescence, 90 min | hit rate 0.58% among 410,000 | P35462 | max activation, % | AID 652048; in the data active = max activation above about 30%; note: 0% is about no effect; mostly tested at two doses, the higher about 12 µM
#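 Agonist-mode cell screen: cells plated at 1500/well and incubated overnight at 37 °C, then exposed to library compounds for 90 min at 37 °C. Detection reagent was added for 30–60 min at room temperature, and luminescence was read.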
# * hit, by the source's call; i = inactive; ? = inconclusive; · = no result given; [ ] = another dose, or the depositor's remark. Unless noted, calls come from the whole dose curve; as a rule, active = well fitted curve in the direction sought with a large enough effect; inconclusive = small, poorly fitted or top-dose-only effect, or another doubt; inactive = no such curve, though single readings can be large; an effect the other way counts as inactive or inconclusive. Not all compounds are listed. The share of hits here may be higher or lower than overall.
mol	CCT chaperon mod	EPAC2 antagonist	PTHR1 agonist	D3 antag	EPAC2 ag	MmCpn inh	Akt phos inh	D3 ag
COc1ccc(CNC(=O)[C@@H](NC(=O)C2CCN(C(=O)[C@@H](N)CC(C)C)CC2)C(C)C)cc1	1.7	4%	i	0	1%	0%	i	24
O=C(Nc1nnc(-c2cccnc2)o1)c1ccccc1Cl	-1.1	3%	-19%	1	5%	-9%	i	-5
Cc1cc(C(=O)N2CCc3ccccc32)n(-c2ccccc2)n1	-3.6	-28%	-8%	?	18%	-5%	i	-3
Cc1cccc(Nc2c([N+](=O)[O-])ccc3nonc23)c1	2.5	3%	-6%	-4	-6%	3%	i	-1
CCOC(=O)C(NC(=O)CC)(Nc1ccccc1OC)C(F)(F)F (stereo not drawn)	1.5	11%	i	?	-9%	?	i	1
Cc1cc(C)cc(N2CC(c3nc4ccccc4n3C)CC2=O)c1 (stereo not drawn)	-1.6	6%	i	-54*	6%	-2%	i	-6
Cc1cc(C)nc(SCCC(=O)Nc2cccc3ccccc23)n1	-3.6	-7%	i	10	-3%	-1%	i	-2
COc1ccc(Cl)cc1-c1cc(C(=O)NCc2ccccc2)[nH]n1	-0.5	6%	2%	-59*	20%	·	i	-23
CC(C)N(CCNC(=O)c1ccc(OCC2CCCO2)cc1)C(C)C (stereo not drawn)	0.7	19%	-14%	12	3%	2%	i	-4
COc1cc(CC(=O)N2CCN(C(=O)C3CCCO3)CC2)cc(OC)c1OC (stereo not drawn)	-1.1	11%	i	-13	2%	2%	i	17
CC(C)(C)C(=O)Nc1nnc(CCc2ccccc2)s1	0.7	-3%	-7%	20	3%	4%	i	3
COC(=O)c1ccc(N2CCN(C)CC2)c(NC(=O)c2ccc(Br)o2)c1	-1.4	-6%	i	3	11%	4%	i	1

# Limited to EPAC2 ag, CCT chaperon mod and D3 ag, for two of the compounds above:
structure | EPAC2 ag | CCT chaperon mod | D3 ag
Cc1cc(C)nc(SCCC(=O)Nc2cccc3ccccc23)n1 | -3% | -3.6 | -2
COc1ccc(Cl)cc1-c1cc(C(=O)NCc2ccccc2)[nH]n1 | 20% | -0.5 | -23

# Further entries:
mol	CCT chaperon mod	EPAC2 antagonist	PTHR1 agonist	D3 antag	EPAC2 ag	MmCpn inh	Akt phos inh	D3 ag
Cc1ccc(C(=O)NCC(=O)N/N=C/c2cccs2)cc1[N+](=O)[O-]	-1.0	-5%	i	-15	3%	-1%	i	-13
COC(=O)c1ccc(NC(=O)CN2C(=O)c3ccccc3S2(=O)=O)cc1	-0.9	9%	-43%	-14	16%	2%	i	-7
N#Cc1ccccc1OCC(=O)C1CC1	0.8	18%	-13%	-15	9%	2%	i	-9
CCCNC(=O)c1c(CSc2ccccc2)noc1C(=O)NCc1ccccc1	-1.2	2%	-44%	6	15%	-1%	i	-1
O=C(CCc1nc(-c2ccccc2F)no1)Nc1cccnc1	0.7	4%	-24%	-1	3%	-3%	i	-1
C=C(C)c1cccc(C(C)(C)NC(=O)NCCCN2CCCC2=O)c1	-2.8	-1%	13%[57.5 µM]	3	11%	2%	·	11
Cc1ccsc1C(=O)NCCC(c1ccccc1)c1ccccc1	-2.2	-27%	-15%	-14	19%	-1%	i	-9
CC(=O)Nc1ccc(S(=O)(=O)NCC(=O)NNC(=O)COc2ccccc2Cl)cc1	0.7	2%	-8%	-4	9%	0%	i	9
Cn1c(Cn2c(=O)sc3ccccc32)nnc1SCC(=O)NCCc1ccccc1	-0.6	7%	1%	-9	10%	-1%	i	5
COc1ccc2cc(CO)c3cc(OC)c(OC)cc3c2c1	0.2	0%	-6%	0	-2%	0%	i	-9
O=C(Cn1cc(/C=C\[N+](=O)[O-])c2ccccc21)Nc1ccccc1	3.2	5%	-28%	?	11%	1%	i	6
O=C(Nc1ccc2c(c1)C(=O)NC2=O)c1cccc(Cl)c1	1.3	-4%	i	5	-1%	-10%	i	-2
CN(Cc1ccccc1)C(=O)COc1ccccc1	-5.8	6%	i	-4	-8%	0%	i	-12
Cc1cc(C)c(C#N)c(SCc2c(F)cccc2[N+](=O)[O-])n1	0.0	-3%	?	-5	3%	1%	i	-15
CCOc1ccc(N(C(=O)c2snc(C(N)=O)c2N)C(CC)C(=O)NC2CCCC2)cc1 (stereo not drawn)	-1.2	-2%	-14%	-2	-9%	-1%	i	-21
COc1ccccc1NC(=S)N1CCN(Cc2ccccc2)CC1	2.0	16%	i	18	-1%	2%	i	-3
COC(=O)[C@H](CC(C)C)NC(=O)Cn1cnc(C(=O)Nc2ccc(C)c(C)c2)n1	1.8	-3%	-43%[inhibitor]	13	4%	0%	i	5
CCOC(=O)c1sc(N)nc1-c1ccccc1	0.1	-6%	-21%	18	9%	-3%	i	-1
COc1cc(OC)c(C2=NOC(C(=O)N3CCc4ccccc4C3)C2)cc1Cl (stereo not drawn)	-1.2	-1%	-3%[57.5 µM]	10	10%	1%	i	-24
O=C1C=C(c2ccccc2Oc2ccccc2)C[C@@H](c2ccc3c(c2)OCO3)C1	-4.0	?	-13%	0	11%	-6%	i	-30
CN1CCN(C(=O)c2ccc(CN(c3ccccc3)S(=O)(=O)c3ccccc3)cc2)CC1	-0.3	-3%	-9%	-11	0%	0%	i	-7
O=C(Nc1ccc(F)cc1)c1cnc(-c2ccccc2)nc1-c1ccccc1	0.9	11%	i	-27	-5%	-4%	i	-10
N#Cc1ccc2ccn(CC(=O)N3CCCc4ccccc43)c2c1	-7.1	-1%	i	-11	14%	?	i	-13
O=C(Nc1ccc(F)cc1)C1CC2CCC1C2 (stereo not drawn)	0.4	-5%	-4%	21	0%	2%	i	0
COc1ccc(NC(=O)CSc2nnnn2C)cc1S(=O)(=O)N1CCCCC1	1.3	-6%	i	16	7%	-2%	i	0
COc1cc(C2C(C(=O)c3ccco3)=C(O)C(=O)N2CC2CCCO2)ccc1O (stereo not drawn)	-0.8	9%	-7%	15	10%	-9%	i	7
CC1CCCN(C(=O)CN2C(=O)c3ccccc3C2=O)C1 (stereo not drawn)	0.1	-2%	i	44	3%	-2%	·	1
O=C(/C=C/c1ccco1)Nc1cccnc1Cl	0.2	-10%	-11%	11	5%	0%	i	0
Cc1ccc(-c2nnc(Nc3ccc(CC(N)=O)cc3)c3ccccc23)cc1S(=O)(=O)NCC1CCCO1 (stereo not drawn)	-0.8	-6%	-15%	8	-2%	-1%	i	-1
O=C(Nc1ccccc1)Nc1nnc(COc2ccccc2F)s1	0.0	-8%	-30%	14	3%	4%	i	12
O=C(OC(C(=O)NCc1ccco1)C(OC(=O)c1ccccc1)C(=O)NCc1ccco1)c1ccccc1 (stereo not drawn)	1.3	-14%	i	19	10%	0%	i	0
CC1(C)CC(=O)C=C(C(=O)N2CCCC(CCC(=O)NCc3ccccc3F)C2)O1 (stereo not drawn)	0.2	-1%	i	12	0%	-5%	i	1
CCOCCCNC(=S)N1CCC(NC(=O)c2ccco2)CC1	2.1	2%	i	8	-3%	-1%	i	3
CCCc1cc(C(=O)OCC(=O)N(CCC)c2c(N)n(Cc3ccccc3)c(=O)[nH]c2=O)sc1C	0.1	28%	i	-14	-7%	-3%	i	19
CSc1ccc(/C=N/Nc2nc(C)cc(C)n2)cc1	-2.9	-1%	i	-11	9%	3%	i	-5
CCN(CC)CCNC(=O)c1cc2c(s1)-c1ccccc1SC2	1.1	-5%	i	?	2%	-9%	i	-17
CCOC(=O)N1CCN(C(=O)CSc2nc(=O)n3cc(C)ccc3n2)CC1	0.6	-8%	i	?	2%	0%	i	0
C=CCn1c(C)nnc1SCC(=O)Nc1oc(C)c2c(C)n[nH]c(=O)c12	1.0	-3%	i	7	2%	-1%	i	-1
COCCN(CCOC)C(=S)Nc1ccccc1	-1.5	5%	i	19	7%	-1%	i	2
Cc1ccc(NC(=O)CN(C)C(=O)c2cccc(S(=O)(=O)NCc3cccs3)c2)cc1	0.6	-6%	-8%	-14	6%	4%	i	-12
CC(C)(COC(=O)Nc1ccccc1)COC(=O)Nc1ccccc1	1.8	-10%	-4%	-26	19%	1%	i	13
O=C(O)C1C2CCC(C2)C1C(=O)Nc1cc(F)ccc1F (stereo not drawn)	-1.3	17%	i	-3	0%	2%	i	1
Cc1nn(Cc2ccc([N+](=O)[O-])cc2)c(=O)n1-c1c(F)cccc1F	-0.4	-5%	i	-61*	13%	0%	i	1
CCOC(=O)C1CCCN(Cc2c(C(=O)N3CCCCC3)nc3c(C)cccn23)C1 (stereo not drawn)	-5.0	9%	-1%	-1	-6%	2%	i	-13
Cc1cccc(N2CCN(C(=O)c3ccccc3NC(=O)C3CC=CCC3C(=O)O)CC2)c1 (stereo not drawn)	-24	2%	i	0	-15%	1%	i	-2
COc1ccc(C(=O)n2nc(C)cc2Nc2ccccc2)cc1	0.9	-3%	-12%[57.5 µM]	13	20%	0%	i	5
O=C(CCN1C(=O)C2C3C=CC(C4CC34)C2C1=O)Nc1ccc(Cl)cc1O (stereo not drawn)	-0.3	-2%	i	18	-5%	1%	i	5
COc1ccc(-c2ccc(C#N)c(SCC(=O)Nc3sc4c(c3C#N)CCC4)n2)cc1OC	0.0	2%	-9%[57.5 µM]	23	4%	4%	i	2
C=CCOc1ccc(Oc2cc(C)nc(SC)n2)nn1	-1.6	2%	i	9	-5%	-2%	i	0
CCCCNC1(C#N)CCN(Cc2ccccc2)CC1	3.7	-3%	i	-3	-3%	·	i	1
COc1ccccc1NC(=O)c1sc2nc(Cc3ccccc3)cc(C(F)(F)F)c2c1N	-0.3	79µM*	-5%	27	-6%	-22%	i	-4
Cc1ccccc1NS(=O)(=O)c1ccc(C(=O)NNC(=O)c2ccccc2O)cc1	1.4	13%	-13%	11	7%	1%	i	9
CC(C)(C)n1nnnc1C(c1cccs1)N1CCN(Cc2ccc3c(c2)OCO3)CC1 (stereo not drawn)	0.7	-3%	i	4	-3%	1%	i	-6
O=C(Nc1cccnc1)C1Cc2c(-c3cccc(F)c3)ccnc2O1 (stereo not drawn)	1.9	-4%	-24%	13	4%	·	i	-4
